Compound activity as filed in PubChem BioAssay.
12-LOX inh: Primary qHTS assay for inhibitors of human arachidonate 12S-lipoxygenase (ALOX12): Round 2 | 580,000 tested, 1.1% active | purified 12hLO, xylenol orange hydroperoxide absorbance | AID 1671190, 2021 | Potency, µM (top dose mostly 108 µM), for the others: top-dose activity change, negative = inhibition, actives largely listed as inhibitors | Polyunsaturated fatty acid lipoxygenase ALOX12 (Homo sapiens), P18054; note: potency is the fitted concentration of half-maximal effect; % is set by controls: 0 for no effect and ±100 for the full control effect
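Purified human 12hLO (150 nM final) in 25 mM Hepes, 0.01% Triton X-100, pH 7.0 was preincubated 15 min at room temperature with compound. Then 40 uM arachidonic acid was added, 30 min. Hydroperoxide was read by Fe-XO absorbance ratio 573/405 nm.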
D2 antagonist: HTS Assay for Allosteric Antagonists of the Human D2 Dopamine Receptor: Primary Screen for Antagonists | D(2) dopamine receptor (Homo sapiens), P14416 | HEK293 TREx D2 cells, calcium flux, dopamine EC80 | inhibition, % at 10 µM | 340,000 tested, 2% active; in the data active = inhibition above about 30%; note: 0% is about no effect
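HEK293 T-REx D2 cells, tet-induced, calcium dye no-wash. Cpd pintool add, 180 s kinetic, then EC80 DA, 180 s kinetic. Ca flux read.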
LDHA inh: qHTS assay for inhibitors of human lactate dehydrogenase; activity change, % (values are at about 110 or 230 µM); AID 1347041, 2019; 480,000 tested, 0.15% active; purified LDHA, NADH/diaphorase-resazurin fluorescence; hits give low values; L-lactate dehydrogenase A chain (Homo sapiens), P00338; in the data active = activity change below about -30%; inconclusive = mostly about -25% to -30%;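 note: plate controls were DMSO wells for no effect and wells without enzyme for full effect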
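LDH5 2 nM; NADH 0.06 mM, pyruvate 0.2 mM; 200 mM Tris pH 7.4, EDTA, Tween-20; 5 min RT. Detection: diaphorase 0.133 mg/mL + resazurin 37 µM, fluorescence ex540/em590 at 0 and 20 min; normalized to enzyme-free and DMSO wells.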
ERG-DNA inh: qHTS for Small Molecule Inhibitors of the ERG Ets/DNA interaction; Transcriptional regulator ERG (Homo sapiens), P11308; fluorescence polarization, His-ERG Ets domain / labelled DNA; Potency, µM (top dose mostly 76.9 µM), for the others: at the top dose FP activity, negative = inhibition, usual class: inhibitors; 370,000 tested, 0.028% active; active = well fitted inhibition curve with a large enough effect in the polarisation, with a control signal flat; inconclusive = small, poorly fitted or top-dose-only effect, or effect the other way, or a change in a side signal; inactive = no such curve, though single readings can be large or run the other way; the % refers to the polarisation;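 note: polarization taken with two DNA probes labelled with fluorescein and Texas red; potency is the fitted concentration of half-maximal effect; % of control where 0% means no effect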
Target sequence (P11308 whole entry, looked up, the tested form may be a part): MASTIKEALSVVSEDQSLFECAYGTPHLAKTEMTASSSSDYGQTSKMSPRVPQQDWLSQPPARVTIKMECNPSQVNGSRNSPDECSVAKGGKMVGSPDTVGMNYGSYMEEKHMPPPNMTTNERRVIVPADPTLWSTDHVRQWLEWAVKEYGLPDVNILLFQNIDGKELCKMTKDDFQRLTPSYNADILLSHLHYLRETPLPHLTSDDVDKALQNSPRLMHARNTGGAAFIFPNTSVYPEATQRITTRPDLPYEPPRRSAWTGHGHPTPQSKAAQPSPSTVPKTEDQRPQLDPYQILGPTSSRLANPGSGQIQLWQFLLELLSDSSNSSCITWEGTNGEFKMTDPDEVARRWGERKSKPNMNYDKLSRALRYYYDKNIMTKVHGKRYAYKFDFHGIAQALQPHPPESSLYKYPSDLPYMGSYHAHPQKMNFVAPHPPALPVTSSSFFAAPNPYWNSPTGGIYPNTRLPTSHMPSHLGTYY
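His-tagged ERG Ets domain (1 uM in the protein solution; 300mM KCl, 50mM Tris-HCl, 1mM EDTA, 1mM DTT, pH 7.5) received compound, then a probe mix of 5 nM fluorescein-DNA and 100nM Texas-615-DNA. Fluorescence polarization was read for both dyes.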
GRP78 ERSR act: qHTS for Inducers of the Endoplasmic Reticulum Stress Response (ERSR) in Human Glioma: qHTS; 420,000 tested, 0.02% active; U87-MG GRP78 promoter luciferase reporter, 16 h; Potency, µM, for inactives: top-dose activation, hits mostly activators; note: potency is the fitted concentration of half-maximal effect; series mostly up to about 76 µM; % of control where 0% means no effect; nearly all actives have a fitted effect of over 35% in size
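ERSR induction read as luciferase luminescence (Bright-Glo, 10 min at room temperature) in stably transfected human U87-MG glioma cells exposed to compounds for 16 h, using GRP78 as sensor.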
Vif-A3F inh: qHTS for Inhibitors of Vif-A3F Interactions: qHTS; Potency, µM (doses to about 46.1 µM), without a hit: top-dose activity, negative = active; 390,000 tested, 0.2% active; HeLa A3F-eYFP + Vif (tagged APOBEC3F with the HIV-1 protein that degrades it), YFP fluorescence increase; note: potency is the fitted concentration of half-maximal effect; % of control where 0% means no effect; nearly all actives have a fitted effect of over 65% in size
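HeLa cells stably expressing Vif plus C-terminally eYFP-tagged A3F were seeded, incubated overnight at 37 deg C, dosed with compound, incubated overnight again at 37 deg C. Yellow fluorescence (Ex 488/Em 500-530) reported blocked Vif-mediated A3F-eYFP degradation.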
RGS4 inh: Inhibitors of Regulator of G Protein Signaling (RGS) 4: qHTS; Regulator of G-protein signaling 4 (Homo sapiens), P49798; Transcreener GDP fluorescence polarization, RGS4-accelerated GTP hydrolysis; Potency, µM (series often up to 114 µM), for the others: at the highest dose activity change, negative = inhibition, most hits filed as inhibitors; 390,000 tested, 0.039% active; AID 504845, 2011; note: potency is the fitted concentration of half-maximal effect; % is set by controls: 0 for no effect and ±100 for the full control effect; nearly all actives have a fitted effect of over 75% in size; some results filed as inactive show a strong effect at the top dose
Target sequence (P49798 whole entry, looked up): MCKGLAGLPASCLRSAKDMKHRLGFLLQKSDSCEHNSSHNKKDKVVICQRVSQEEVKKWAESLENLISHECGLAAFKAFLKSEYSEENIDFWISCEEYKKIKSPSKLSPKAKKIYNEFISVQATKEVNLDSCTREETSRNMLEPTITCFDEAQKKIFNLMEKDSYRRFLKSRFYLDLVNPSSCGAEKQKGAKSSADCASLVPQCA
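MLSMR compounds (23 nl, pin-transferred) preincubated 10 min at room temperature with a 500nM (2x) first reagent, then RGS4 at 900nM (2x) plus Transcreener GDP mix added; fluorescence polarization (620/688 nm) read before and after 90 min at 30 °C.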
Vif-APOBEC3G blk: qHTS for Inhibitors of Vif-A3G Interactions: qHTS; DNA dC->dU-editing enzyme APOBEC-3G (Homo sapiens), Q9HC16; HeLa A3G-eYFP + Vif (tagged APOBEC3G with the HIV-1 protein that degrades it), YFP fluorescence, overnight; Potency, µM (top dose mostly 46.1 µM), without a hit: at the top dose activity, negative = active, usual class: inhibitors; 410,000 tested, 0.076% active;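 note: potency is the fitted concentration of half-maximal effect; % is set by controls: 0 for no effect and ±100 for the full control effect; nearly all actives have a fitted effect of over 60% in size; hits raise eYFP signal because A3G escapes Vif-driven loss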
Target sequence (Q9HC16 whole entry, looked up): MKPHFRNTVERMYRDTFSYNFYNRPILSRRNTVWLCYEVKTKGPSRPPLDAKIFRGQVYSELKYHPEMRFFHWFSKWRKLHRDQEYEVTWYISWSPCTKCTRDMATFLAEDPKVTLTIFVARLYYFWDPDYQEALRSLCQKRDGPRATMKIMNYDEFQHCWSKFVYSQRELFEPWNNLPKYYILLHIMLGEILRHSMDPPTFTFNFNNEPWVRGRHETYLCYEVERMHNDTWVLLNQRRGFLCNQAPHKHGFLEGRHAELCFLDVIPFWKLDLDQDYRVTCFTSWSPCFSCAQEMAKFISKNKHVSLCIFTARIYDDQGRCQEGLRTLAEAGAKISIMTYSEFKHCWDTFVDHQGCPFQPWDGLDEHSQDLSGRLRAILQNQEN
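Read-out is eYFP fluorescence (Ex 488/Em 500-530) from Vif-expressing HeLa A3G-eYFP cells; more signal means A3G escaped Vif-mediated degradation. Cells plated overnight, compound pinned in, incubated overnight at 37 deg C.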
D2 agonist: HTS Assay for Allosteric Agonists of the Human D2 Dopamine Receptor: Primary Screen for Agonists; D(2) dopamine receptor (Homo sapiens), P14416; HEK293 T-REx D2 cells, calcium flux agonist mode; activation, % at 2 µM; 340,000 tested, 0.53% active;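 active = activation over 3 SD above normal in the single-dose calcium agonist read, cut at about 30% in these data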; note: 0% is about no effect
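Tetracycline-induced HEK293 Trex cells with D2 receptor force-coupled to calcium signaling, plated overnight at 30 C and loaded with no-wash calcium dye. Calcium flux read kinetically for 180 s after compound addition; responses flag agonists.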
Starred values were filed as active, the others as inactive; ? = inconclusive; . = no result given; & = joins results of further samples; [ ] = dose if it differs, or a comment. Unless noted, calls come from the whole dose curve; as a rule, active = well fitted curve in the direction sought with a large enough effect; inconclusive = small, poorly fitted or top-dose-only effect, or another doubt; inactive = no such curve, though single readings can be large; an effect the other way counts as inactive or inconclusive. A portion of the library; rates above refer to the full screens.

smiles | 12-LOX inh | D2 antagonist | LDHA inh | ERG-DNA inh | GRP78 ERSR act | Vif-A3F inh | RGS4 inh | Vif-APOBEC3G blk | D2 agonist
NS(=O)(=O)c1ccc(NC(=O)COC(=O)c2cc([N+](=O)[O-])ccc2Cl)cc1 | -3% | 2 | -4 | 3% | -3% | 2% | -23% | 0% | -0.4
O=C(C1CCCN(Cc2ccccc2C(F)(F)F)C1)N1CCCCC1 (configuration not stated) | ? | -17 | 5&-13 | 4% | -3% | -17% | -2% | 3% | -0.5
Cn1c2ccc(F)cc2c2ncn(CCN3CCOCC3)c(=O)c21 | 22% | 5 | -10 | -7% | 4% | -3% | -24% | -6% | 2.2
COc1ccc(Br)cc1/C=C/C(=O)NCC(=O)O | -10% | -9 | -8 | -13% | 9% | 2% | 4% | 3% | 1.1
CCC1C(C#N)=C(SC)NC2=C1C(=O)CC(C)(C)C2 (configuration not stated) | -5% | 9 | -6 | 0% | -4% | 1% | -1% | 3% | -0.1
Cc1ccc2oc(=O)c3cc(C(=O)NCCCN4CCc5ccccc5C4)sc3c2c1 | 21%[57.4 µM] | -26 | 1 | 4% | -5% | -10% | -38% | -3% | -0.5
COc1ccc(S(=O)(=O)N2CCCN(CC(=O)Nc3ccc(NC(C)=O)cc3)CC2)cc1 | -18%&-16% | -30 | -3&0 | 3%&8% | 1%&2% | 10%&-1% | -25%&14% | -1%&4% | -0.4
Cc1ccc(OC(=O)Cn2c(C(F)(F)F)nc3ccccc32)cc1 | -5% | -8 | -4 | 1% | -3% | -4% | 1% | 1% | -1.8
CCCCCCN=C(C)C1=C(O)C(C(=O)OC)C(C)(C)CC1=O (configuration not stated) | 0% | -17 | -7 | -1% | 0% | 4% | -5% | -1% | 0.4
O=C(NC12CC3CC(CC(C3)C1)C2)c1ccccc1O | -29% | 3 | 5 | 14% | -5% | -4% | -11% | 0% | 1.4
Cc1cccc(NC(=O)C(Cc2ccccc2)N2Cc3ccccc3C2=O)c1C (configuration not stated) | -21% | . | -5 | -7% | -1% | -1% | 5% | 4% | -0.4
CC(=O)NC1C(Oc2cccc(C)c2)OC2COC(c3ccco3)OC2C1O (configuration not stated) | -20% | 24 | -4 | . | -5% | -19% | -36% | -1% | 1.0

Compound profiles, as listed above.
Cn1c2ccc(F)cc2c2ncn(CCN3CCOCC3)c(=O)c21 as listed: 12-LOX inh = 22%; D2 antagonist = 5; LDHA inh = -10; ERG-DNA inh = -7%; GRP78 ERSR act = 4%; Vif-A3F inh = -3%; RGS4 inh = -24%; Vif-APOBEC3G blk = -6%; D2 agonist = 2.2
O=C(NC12CC3CC(CC(C3)C1)C2)c1ccccc1O as listed: 12-LOX inh = -29%; D2 antagonist = 3; LDHA inh = 5; ERG-DNA inh = 14%; GRP78 ERSR act = -5%; Vif-A3F inh = -4%; RGS4 inh = -11%; Vif-APOBEC3G blk = 0%; D2 agonist = 1.4

Returning to the listing, starting 2 compounds before the break.
smiles | 12-LOX inh | D2 antagonist | LDHA inh | ERG-DNA inh | GRP78 ERSR act | Vif-A3F inh | RGS4 inh | Vif-APOBEC3G blk | D2 agonist
Cc1cccc(NC(=O)C(Cc2ccccc2)N2Cc3ccccc3C2=O)c1C (configuration not stated) | -21% | . | -5 | -7% | -1% | -1% | 5% | 4% | -0.4
CC(=O)NC1C(Oc2cccc(C)c2)OC2COC(c3ccco3)OC2C1O (configuration not stated) | -20% | 24 | -4 | . | -5% | -19% | -36% | -1% | 1.0
Cc1c(C)c(C)c(C(=O)CCc2cccc(NC(=O)CCC(=O)O)c2)c(C)c1C | 72%[activator] | 11 | -12 | -15% | -5% | -10% | 6% | -8% | -2.0
CCC(=O)NCC(c1ccco1)N1CCN(c2ccc(OC)cc2)CC1 (configuration not stated) | -5% | 5 | -5 | 1% | 3% | 3% | 12%[11.4 µM] | 3% | 0.4
C#CCOCCOCCOCCNc1nc(N2CCN(C(=O)[C@H](CC(N)=O)n3cc([C@@H](N)C(C)C)nn3)CC2)nc(N2CCN(C(=O)[C@H](CC(N)=O)n3cc([C@@H](N)C(C)C)nn3)CC2)n1 | ? | . | -3 | -7% | -4% | 0% | -6% | 1% | .
CCN1C(=O)C(CC(=O)N2CCN(C(c3ccccc3)c3ccccc3)CC2)N(CC)C1=O (configuration not stated) | 4% | -6 | -8 | -2% | -4% | -6% | -1% | -5% | 0.7
CCc1ccccc1NC(=O)C1CC(c2ccc(OC)cc2)=NO1 (configuration not stated) | ? | -4 | 1 | 0% | -5% | 1% | -8% | 0% | -2.2
CCN(c1ccc2c(c1)OCO2)S(=O)(=O)c1cc2c(cc1Br)CCN2C(=O)C1CC1 | -2% | . | 13 | . | -6% | 5% | -35% | -4% | .
COc1ccc(-c2cn3c(n2)sc2cc(C(=O)Nc4ccccc4F)ccc23)cc1 | -26% | . | -1 | -2% | 0% | -21% | -16% | 1% | 0.0
O=C(O)c1cccc2cccc(-c3c4ccc(=O)c(O)c-4oc4c(O)c(O)ccc34)c12 | 6.3µM* | . | 9 | 4% | 11% | 5% | ? | 0% | .
Cc1c(Cl)cccc1NC(=O)CNC(=O)Cc1c[nH]c2ccccc12 | 0% | 7 | -3 | -6% | -5% | 3% | -17% | -12% | -0.4
Cc1ccc(N(Cc2ccccc2)C(=O)CN2C(=O)NC3(CCCC3)C2=O)cc1 | 28% | . | -1 | 11% | 3% | 3% | 20% | -3% | .
COc1cccc(/C=N/NC(=O)Cn2nc([N+](=O)[O-])cc2C)c1 | 4% | 8 | -2 | 14% | -1% | -4% | -29% | 2% | -2.5
COC(=O)[C@H]1C[C@@]2(O)CN(S(=O)(=O)c3ccc(C)cc3)C[C@@]2(OC(=O)NCc2ccccc2F)C[C@H]1C(=O)OC | 51%[activator] | . | -8 | . | 0% | 0% | . | -5% | .
CCN1CCN(CCCNC(=O)c2ccc(NC(=O)C3=CSCCO3)cc2)CC1 | 7% | 13 | -1 | -2% | 0% | -3% | -9% | 3% | 0.8
CCOc1ccc(CN(C(=O)c2oc3ccccc3c2C)C2CCS(=O)(=O)C2)cc1 (configuration not stated) | -32% | . | -9 | -1% | -3% | -13% | 11% | -21% | .
Cc1nn(C)c(Cl)c1NC(=O)OCc1ccc(Cl)cc1Cl | -9% | 12 | -7 | -3% | -4% | -13% | -8% | -2% | 0.8
CCCCCC(=O)N1CCN(CCN=CC2=C(O)CC(c3ccco3)CC2=O)CC1 (configuration not stated) | -24% | -1 | 0 | -3% | -4% | -12% | 17%[56.9 µM] | 0% | -0.5
CCOc1ncccc1C(=O)N1CCN(S(=O)(=O)c2ccc(Br)cc2Cl)CC1 | 4% | . | 0 | 3% | -2% | 0% | -44% | -4% | .
COc1ccc(-c2ncc3ccccn23)cc1OC | ? | 2 | -12 | 1% | 4% | -15% | 4% | 0% | 1.4
CCOc1ccccc1CNC(=O)c1oc2c(c1C)-c1nn(Cc3cccc(Cl)c3)cc1CC2 | ? | . | 15 | 1% | 0% | 2% | 12% | 5% | -0.1
Cc1ccc(C)n1-c1nnc(N2CCC(C(=O)NCc3ccccc3Cl)CC2)s1 | -6% | . | -4 | -4% | . | . | 0% | . | -0.4
Cc1nc(Sc2nnnn2-c2ccccc2)c(C#N)c(C)c1C | 0% | -4 | -7 | 4% | -4% | 2% | -15% | 2% | 0.7
COc1cc(NC(=O)CCCOc2cc(=O)n(C)c3ccccc23)cc(OC)c1OC | -20% | . | 2 | -17% | -3% | 2% | 13% | 5% | .
CCN(CCCNC(=O)CSc1cc(=O)n(C)c2cc(Cl)ccc12)Cc1ccccc1 | -14% | 10 | -5 | 1% | 0% | 10% | 5% | -3% | -0.9
O=C1CSC(c2cccc(F)c2)N1c1ccccc1 (configuration not stated) | 0% | 2 | 0 | -1% | 2% | -5% | -16% | -4% | -0.8
COc1cc(C(=O)NCC(=O)Nc2c(C)cccc2C)ccc1OCC(=O)N1CCOCC1 | 7% | . | -10 | 4% | -3% | 4% | 21% | 2% | .
CS(=O)(=O)NCCSc1nnnn1-c1ccccc1 | -2% | -9 | -1 | 0% | -5% | 1% | 11% | -1% | 0.5
Cc1cc(C)nc(NC(=O)/C=C/c2cccs2)c1 | -9% | -14 | -5 | . | 3% | -4% | -36% | -7% | -0.8
COc1ccc(CCNCCN2CCOCC2)cc1 | ? | -18 | ? | 6% | -2% | ? | 4% | 1% | -2.7
Cc1ccc(-n2c3c(cc(C(=O)N4CCN(C)CC4)c2=O)C(=O)CC(C)(C)C3)cc1 | 0% | 4 | -5 | -4% | 0% | -2% | -15% | -4% | 1.0
COC(=O)/C(=C/c1ccco1)NC(=O)c1ccccc1 | -1% | 12 | -6 | -2% | -4% | -2% | 14% | 0% | 0.3
